Source: PubChem
Mtb RmlCD inh: M. tuberculosis RmlC/RmlD coupled enzyme inhibitors, primary screen, biochemical, compound mixtures, 384-well, from 1536-well plates | dTDP-4-dehydrorhamnose reductase (Mycobacterium tuberculosis (strain ATCC 25618 / H37Rv)) … | RmlC+RmlD coupled enzyme assay, percent inhibition; primary screen in compound mixtures | inhibition, % at 3.6 µM | 0.03% of 160,000 active; in the data active = inhibition mostly above about 34%, no sharp cut-off; also: some results filed as inactive read as strong as hits
Target sequence (P9WH09 whole entry, looked up): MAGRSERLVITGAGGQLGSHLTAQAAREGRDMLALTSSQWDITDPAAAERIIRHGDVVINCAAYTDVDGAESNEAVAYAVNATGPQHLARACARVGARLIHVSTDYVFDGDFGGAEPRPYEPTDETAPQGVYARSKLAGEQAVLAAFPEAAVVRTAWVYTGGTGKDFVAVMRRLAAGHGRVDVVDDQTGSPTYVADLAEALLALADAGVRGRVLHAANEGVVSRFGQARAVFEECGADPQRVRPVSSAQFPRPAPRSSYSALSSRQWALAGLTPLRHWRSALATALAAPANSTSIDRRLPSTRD
Target sequence (P9WH11 whole entry, looked up): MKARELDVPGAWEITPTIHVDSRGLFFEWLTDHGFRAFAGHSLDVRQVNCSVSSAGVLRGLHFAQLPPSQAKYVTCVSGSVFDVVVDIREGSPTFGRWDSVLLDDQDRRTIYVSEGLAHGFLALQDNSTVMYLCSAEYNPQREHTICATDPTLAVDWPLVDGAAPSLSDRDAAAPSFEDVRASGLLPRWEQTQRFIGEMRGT
M. tuberculosis GlmU: inhibition of mycobacterial GlmU enzyme – biochemical, glucosamine-1-phosphate acetyltransferase (AID 1376) | M. tuberculosis GlmU acetyltransferase enzyme assay; higher % means a stronger effect | one-dose inhibition, %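 (tested at 30 µM in the primary screen)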; IC50 in µM for titrated hits | Bifunctional protein GlmU (Mycobacterium tuberculosis (strain ATCC 25618 / H37Rv)) | 0.25% of 220,000 active; in the data active = inhibition above about 13%;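 also: 0% = complete reaction with vehicle and 100% = reaction without substrate; strong numbers were not always called active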
Starred values were filed as active, the others as inactive; nt = no result given.

SMILES	Mtb RmlCD inh	M. tuberculosis GlmU
O=C(COC(=O)C1CCC1)Nc1ccccc1Sc1ccccc1	-8	-0.1%
COc1ccccc1C1C(C(N)=O)=C(C)Nc2ncnn21 (stereo unspecified)	0	-3.9%
Cc1sccc1C1C(C#N)=C(N)SC(N)=C1C#N	6	nt
CCCn1nc(C(=O)N2CCCc3ccccc32)c2ccccc2c1=O	-12	0.6%
COc1ccc(-n2c(=O)c3c4c(sc3n(CC(=O)NCC3CCCO3)c2=O)CCCC4)c(OC)c1 (stereo unspecified)	8	-1.8%
CCOc1ccc(NC(=S)NCCCN2CCN(C3CCCCC3)CC2)cc1	5	8.8%
CCOC(=O)c1nnn(-c2nc(OC)nc(N3CCCCC3)n2)c1-c1ccccc1	-3	1.5%
COc1ccc(-c2cc(C(F)(F)F)nc(SCCC(=O)N3CCN4CCCC4C3)n2)cc1 (stereo unspecified)	-2	0.7%
CCN(CC)C(=O)c1[nH]cnc1C(=O)N[C@@H](CC(C)C)C(=O)OC(C)(C)C	nt	-2.2%
NS(=O)(=O)c1cccnc1Nc1cccc(Cl)c1	8	-5.9%
COc1ccc(C)cc1NC(=O)c1c(C)nn(Cc2ccccc2)c1Cl	-11	-3.1%
CN1CCN(NC(=O)CN2C(=O)S/C(=C\c3c(Cl)cccc3Cl)C2=O)CC1	1	0.5%
CC(C)C[C@H](NC(=O)CCn1nnc2ccccc2c1=O)C(=O)O	9	-1.6%
COc1cc(/C=C/C(=O)OCC(=O)N2CCC(Cc3ccccc3)CC2)ccc1O	9	-0.7%
O=C(NC(NC(=S)Nc1ccc(Cl)cc1)C(Cl)(Cl)Cl)c1ccco1 (stereo unspecified)	-6	-3.1%
O=C(COC(=O)CNC(=O)c1cccc([N+](=O)[O-])c1)Nc1ccccc1OC(F)F	-1	-1.6%
CCN(C(=O)CN1CCN(c2ccccc2O)CC1)c1c(N)n(Cc2ccccc2)c(=O)[nH]c1=O	-3	5.5%
CCO[C@H]1OC(C(=O)NC2CC2)=C[C@@H](c2ccccc2)[C@@H]1CCCO	nt	1.6%
O=C(c1cccs1)N1CCN(Cc2nc3ccccc3c(=O)[nH]2)CC1	-7	0.7%
O=C1/C(=C\c2ccco2)CCC/C1=C\c1ccco1	-13	8.3%
C/C(=N\NC(=O)COc1ccc(C(C)(C)C)cc1)c1cc2ccccc2o1	-8	-4.2%
Cn1c(SCC(=O)Nc2cc(=O)n(C)c(=O)n2C)nnc1-c1cccs1	nt	4.0%
CC1(C)Cc2cccc(OCC(=O)Nc3nccs3)c2O1	1	1.3%
COc1cccc(-n2c(/C=C/c3ccc(O)c(O)c3)nc3ccccc3c2=O)c1	7	4.0%
O=C(COc1ccc2ccccc2c1)N1CCN(Cc2ccncc2)CC1	nt	-0.6%

Grouped by structure, the entries above with a Cl atom.
SMILES	Mtb RmlCD inh	M. tuberculosis GlmU
NS(=O)(=O)c1cccnc1Nc1cccc(Cl)c1	8	-5.9%
COc1ccc(C)cc1NC(=O)c1c(C)nn(Cc2ccccc2)c1Cl	-11	-3.1%
CN1CCN(NC(=O)CN2C(=O)S/C(=C\c3c(Cl)cccc3Cl)C2=O)CC1	1	0.5%
O=C(NC(NC(=S)Nc1ccc(Cl)cc1)C(Cl)(Cl)Cl)c1ccco1 (stereo unspecified)	-6	-3.1%

Next structures follow:
SMILES	Mtb RmlCD inh	M. tuberculosis GlmU
COc1cccc(-c2ccc(C#N)c(SCC(=O)NCc3ccco3)n2)c1	-9	1.4%
Cc1ccc(C(=O)O)cc1NC(=O)CSc1ncnc2sc3c(c12)CCC3	2	2.9%
O=C(Nc1nncs1)c1ccccc1NS(=O)(=O)c1cccs1	7	7.5%
COc1ccc(-c2cc(C(=O)N3CCN(Cc4ccccc4)CC3)no2)cc1OC	nt	5.4%
CN(C)C(=O)Oc1ccc([N+](=O)[O-])cc1	-10	4.6%
COc1ccccc1N1CCN(CC(=O)N(CC(C)C)c2c(N)n(CC(C)C)c(=O)[nH]c2=O)CC1	-1	-0.5%
CC(C)=CCN1CCN(Cc2ccc(C#CC(C)(C)O)s2)CC1CCO (stereo unspecified)	10	1.8%
C=CCn1c(O)c(C(C)=O)c(=O)[nH]c1=O (tested in a mixture with another compound)	-6	0.4%
Cc1ccccc1-c1c(C)oc2cc(O)ccc2c1=O	-5	-0.1%
Cc1ccc(NC(=O)CC2S/C(=N/c3nccs3)N(C)C2=O)cc1C (stereo unspecified)	-11	0.8%
O=C(O)c1nc(N2CCOCC2)nc(N2CCOCC2)n1	nt	-5.1%
Cc1ccc(C)c(NC(=O)CNS(=O)(=O)c2ccccc2)c1	-4	1.3%
COc1cccc(/C=N/NC(=O)C(=O)NCc2ccco2)c1O	nt	1.2%
CNC(=O)C12CC3CC(CC(Cl)(C3)C1)C2	nt	-1.7%
Cn1c(=S)[nH]c(=O)c2ncc(=O)[nH]c21	nt	3.1%
OCCOCCOc1cccc2[nH]ccc12	6	2.2%
CCOc1ccc(CN=C(N)N=C(N)N)cc1Cl	-3	-9.2%
O=C(CSc1ncccn1)NN=C1CCCCCC1	nt	7.0%
CC(C)N1CC(O)=C(c2ccccc2)C1=N	8	-4.5%
CCOC(=O)C1=C(c2ccccc2)NC(SC)=C(C#N)C1c1ccco1 (stereo unspecified)	8	5.2%
CCN(CC)C(=O)c1sc(NC(=O)Cc2ccccc2)c(C#N)c1C	nt	-0.7%
COc1ccc(NC(=O)CCCn2c(=O)c3sccc3n(Cc3cccc(C)c3)c2=O)cc1	-2	4.5%
O=C(C(=O)N1CCc2ccccc2C1)c1cn(CC(=O)N2CCOCC2)c2ccccc12	8	0.9%
Cc1nn(CC(=O)NCc2ccccc2)c(C)c1[N+](=O)[O-]	-8	0.9%
Cc1ccc(C(C(=O)NC(C)(C)C)N(Cc2cccnc2)C(=O)C(=O)NC2CCCCC2)o1 (stereo unspecified)	17	0.3%
(list continues)
SMILES	Mtb RmlCD inh	M. tuberculosis GlmU
O=C(NCCCNCc1ccccc1)c1ccc(/C=N/O)nc1	1	-1.3%
Cc1ccc(C(C)C)c(OCC(=O)Nc2ccccc2N2CCN(C)CC2)c1	12	-5.7%
COc1cccc(NC(=O)CN2CCN(c3ccc(F)cc3)CC2)c1	nt	0.9%
O=C(O)CCC(=O)N1N=C(c2c(-c3ccccc3)c3cc(Cl)ccc3[nH]c2=O)CC1c1ccccc1 (stereo unspecified)	3	7.9%
O=C(COc1ccccc1)N/N=C/c1sc(=O)n(Cc2cccc(C(=O)O)c2)c1Cl	-12	9.1%
COC(=O)CNC(=O)Cn1ccc2ccccc2c1=O	nt	-1.3%
Cn1cccc1Cc1nnc(SCC(=O)Nc2nccs2)n1CCc1ccccc1	-8	nt
CCN1CC2([N+](=O)[O-])C=CC(=O)C([N+](=O)[O-])(C1)C2CC(=O)c1ccccc1 (stereo unspecified)	-1	-0.1%
COc1ccc(CCNC(=O)C2CCCN(Cc3nc(-c4ccccc4C)oc3C)C2)cc1OC (stereo unspecified)	-6	nt
Cn1c(=O)[nH]c(=O)c2[nH]c(CN3CCN(C(=O)c4ccco4)CC3)nc21	-9	2.3%
O=C(COC(=O)c1ccc(S(=O)(=O)N2CCc3ccccc3C2)cc1)NC1CCS(=O)(=O)C1 (stereo unspecified)	-10	-2.0%
O=C(CSc1nc(-c2ccccc2)cc(C(F)(F)F)n1)NCc1ccco1	nt	4.5%
Cc1ccccc1Nc1nc(N)nc(CSc2nncn2C)n1	-9	3.1%
Cc1ccc(S(=O)(=O)N2CCOCC2)cc1C(=O)c1nccn1C	7	3.3%
O=C1C2Sc3[nH]c(=O)sc3C(c3ccccc3)C2C(=O)N1c1ccccc1 (stereo unspecified)	10	-3.7%
CCC(C)Sc1nc2c(c(=O)[nH]1)C(c1cccs1)C1=C(CCCC1=O)N2 (stereo unspecified)	3	4.4%
CCOC(=O)c1c(C)c(C(=O)NCc2ccco2)c(C)n1CC	-13	0.1%
CCOc1cc2c(C)cc(=O)oc2cc1Cl	nt	3.1%
Cc1cccc(CN2CCN(Cc3ccc4nonc4c3)CC2CCO)n1 (stereo unspecified)	2	-6.1%
CCOc1ccc(-c2cc(C(=O)OC)[nH]n2)cc1	-6	-1.7%
CCc1nc(NCCC(C)C)c(C#N)c2c1CCCC2	-6	3.4%
CNS(=O)(=O)c1cc(OC)c(OC)cc1CC(=O)OC	nt	-2.4%
CCSc1nc(C)nc2c1oc1ccccc12	-12	3.9%
O=c1cnnc(Nc2ccc(Cl)c(C(F)(F)F)c2)[nH]1	4	4.6%
Cc1ccc(S(=O)(=O)N(C#N)c2nc(C)cc(C)n2)cc1	nt	6.1%

Some values from above:
Value for C/C(=N\NC(=O)COc1ccc(C(C)(C)C)cc1)c1cc2ccccc2o1 in M. tuberculosis GlmU: -4.2%
Value for CCOc1ccc(CN=C(N)N=C(N)N)cc1Cl in M. tuberculosis GlmU: -9.2%
Value for OCCOCCOc1cccc2[nH]ccc12 in M. tuberculosis GlmU: 2.2%
Value for O=C(COc1ccc2ccccc2c1)N1CCN(Cc2ccncc2)CC1 in M. tuberculosis GlmU: -0.6%
Value for Cc1ccccc1Nc1nc(N)nc(CSc2nncn2C)n1 in M. tuberculosis GlmU: 3.1%
Value for CCCn1nc(C(=O)N2CCCc3ccccc32)c2ccccc2c1=O in M. tuberculosis GlmU: 0.6%
Value for Cc1ccc(C)c(NC(=O)CNS(=O)(=O)c2ccccc2)c1 in M. tuberculosis GlmU: 1.3%

Further results follow:
SMILES	Mtb RmlCD inh	M. tuberculosis GlmU
CC1CCCCC1NCC(=O)NCc1ccc(F)cc1 (stereo unspecified)	8	3.5%
Nc1nc(Nc2ccccc2)nc2c1ncn2[C@@H]1O[C@H](CO)[C@@H](O)[C@H]1O	nt	2.7%
COC(=O)c1ccc(C2CC(=O)NC3=C2C(=O)CCC3)cc1 (stereo unspecified)	nt	3.2%
O=C(NC1CC1)C1=C[C@H](c2ccc(C(F)(F)F)cc2)C[C@H](OCc2ccc(CO)cc2)O1	nt	-0.9%
CCCSc1cc(N2CCN(C)CC2)nc(-c2ccc(OC)cc2)n1	-1	-1.5%
CSc1sc(-c2ccnc(SCCS(C)(=O)=O)n2)c(-c2ccccc2)c1C#N	9	12%
CCN(CC)S(=O)(=O)c1cccc(C(=O)Nc2ccccc2C(=O)N2CCOCC2)c1	29	1.9%
CC(C)NS(=O)(=O)c1ccc(OCC(=O)N2CCN(Cc3ccccc3)CC2)c(Cl)c1	13	-1.3%
CCc1ccccc1NC(=O)CSc1nnc(Cn2cnc3ccccc32)o1	nt	-2.7%
CC(=O)c1ccc(Sc2nnnn2-c2ccccc2)c([N+](=O)[O-])c1	nt	0.0%
Cc1ccccc1S(=O)(=O)Nc1ncnc2scc(-c3ccccc3)c12	5	-2.0%
Cc1cc(C)nc(/N=C(\N)Nc2cccc([N+](=O)[O-])c2)n1	-11	0.7%
CCc1nnc(NC(=O)c2ccc3c(c2)C(=O)N(C(C)(C)C)C3=O)s1	10	-2.9%
Clc1ccc(Oc2cnns2)cc1Cl	96	-2.1%
CCCC(=O)Nc1nnc(SCC(=O)NCc2ccc3c(c2)OCO3)s1	10	-4.5%
Cc1cc(NCCO)c2cc(O)ccc2n1	-12	1.2%
COc1cccc(NC(=O)N2CCOCC2)c1	0	5.0%
CC(=O)C(Sc1nc(NC(C)(C)C)nc(N(C)C)n1)C(C)=O	6	-1.5%
Cc1ccsc1/C=N/NC(=O)Cc1cccn1C	nt	1.3%
COc1ccc(S(=O)(=O)Nc2c(F)cccc2F)cc1	nt	0.6%
COc1ccccc1/C=C/C(=O)OCC(=O)Nc1ccccc1Sc1ccccc1	13	1.9%
NP(=O)(Oc1ccc(Cl)cc1)Oc1ccc(Cl)cc1	0	-0.7%
CSc1ccc(C(=O)C(C)(C)N2CCOCC2)cc1	nt	-4.0%
CC1(C)CC(NC(=O)c2ccccc2C(=O)NC2CC(C)(C)NC(C)(C)C2)CC(C)(C)N1	-16	-4.2%
CCN(CC)S(=O)(=O)c1ccc(Cl)c(NC(=O)COC(=O)/C=C/c2cc(OC)c(OC)c(OC)c2)c1	-4	-0.9%

Full records as entered above.
`CCN(CC)S(=O)(=O)c1cccc(C(=O)Nc2ccccc2C(=O)N2CCOCC2)c1` in the list: Mtb RmlCD inh: 29; M. tuberculosis GlmU: 1.9%
`Clc1ccc(Oc2cnns2)cc1Cl` in the list: Mtb RmlCD inh: 96; M. tuberculosis GlmU: -2.1%

Next part.
SMILES	Mtb RmlCD inh	M. tuberculosis GlmU
CC(c1ccco1)N(C(=O)CSc1ccc(Br)cc1)c1ccccn1 (stereo unspecified)	5	3.7%
Cc1ccc(NC(=O)CN(c2ccccc2)S(=O)(=O)N(C)C)cc1	4	-6.2%
O=C(NCCCN1CCN(c2ccccc2F)CC1)C1CC(=O)N(C2CCCC2)C1 (stereo unspecified)	nt	5.9%
CC(Oc1ccc(Cl)cc1Cl)C(=O)Nc1ccc(O)cc1 (stereo unspecified)	40	-9.3%
C=CCOC(=O)C1=C[C@H](C2CC2)[C@@H](CCCO)[C@H](OCC)O1	nt	1.0%
Cc1ccc(-c2c(C)n([O-])c3c([n+]2=O)CCC3)o1	nt	1.5%
N#Cc1ccccc1OCC(=O)OCC(=O)c1ccc2c(c1)NC(=O)CO2	nt	-2.5%
O=[N+]([O-])c1ccccc1S(=O)(=O)N1CCCCC1	14	0.3%
O=C(CCC(=O)Nc1ccc(F)cc1)N/N=C/c1cc([N+](=O)[O-])ccc1O	1	-5.1%
COc1ccc(CNC(=O)CCSc2nc(-c3ccc4c(c3)OCO4)cc(C(F)(F)F)n2)cc1	nt	2.0%
CC(=O)Nc1ccccc1C(=O)C(=O)Nc1cccc(F)c1	nt	3.5%
O=C(NCCSCc1ccccc1)c1ccc(C2SCC(=O)N2Cc2ccccc2)cc1 (stereo unspecified)	nt	-2.7%
Cc1cccc(Cc2nnc(CCC(=O)NCc3cnc4ccccn34)o2)c1	-10	-0.8%

A portion of the library; rates above refer to the full screens.
